RTF Ca sens act = increases calcium sensitivity of human cardiac regulated thin filaments; hit rate 0.24% among 340,000; P19429+P45379; activation, % at 7.2 µM; AID 493008; IANBD-labeled TnC RTF fluorescence at EC20 calcium; 0% EC20 calcium, 100% full calcium;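 active = activation above the mean over all tested compounds plus 3 SD, cut at about 30% in these data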;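 note: rise in fluorescence read as greater calcium sensitivity of cardiac thin filaments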
SR-BI DiI-HDL act = activators of SR-BI mediated HDL lipid uptake; CHO ldlA[mSR-BI] cells, DiI-HDL uptake fluorescence, 3 h; 100 = double the neutral-control signal; activation, % at 12.5 µM; hit rate 0.096% among 320,000; AID 504775;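 active = mean replicate activation of at least 60% and every replicate at or above 60%; inconclusive = mean or all-replicate condition met, but not both; inactive = mean below 60% and not all replicates reaching 60%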;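 note: 0% = median plate neutral-control signal and 100% = twice that signal; values of inactives mirror those of a sister screen read the other way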
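Test system: SR-BI-overexpressing, LDLR-lacking CHO cells; Medium: Ham's F12 with 0.5% BSA, HEPES 25 mM, pH 7.4; Schedule: 3 h, 37 °C; Technique: bottom-read fluorescence, 550/595 nm.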
MITF act = activators of MITF-driven TRPM1 promoter activity in SK-MEL-5 cells; AID 588334; SK-MEL-5 TRPM1-promoter luciferase, 24 h; % of positive control, neutral wells = 0; hit rate 0.75% among 300,000; activation, % at 12.5 µM;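 active = mean activation of at least 80% with every replicate also reaching 80%; inconclusive = mean reaches 80% but some replicate falls short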;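 note: 0% = neutral control wells and 100% = parthenolide positive control wells; values of inactives mirror those of a sister screen read the other way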
CDK5 inh = CDK5/p35 (human) kinase inhibition; AID 488839; inhibition, % at 10 µM; hit rate 0.01% among 330,000; Q00535+Q15078; Recombinant CDK5/p35, ADP-Glo luminescence, 60 min;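 active = highest replicate inhibition of at least 50% and at least 75% of replicates reaching 50%; inconclusive = only one of the two criteria met; inactive = both criteria failed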;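 note: plate controls were DMSO neutral control for no effect and GW8510 at 10 µM for full effect; many of its hits are not listed in these tables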
PvdQ inh = P. aeruginosa PvdQ acylase inhibition. inhibition, % at 10 µM. purified PvdQ acylase, fluorescence plate reader. hit rate 0.063% among 340,000; in the data active = inhibition above about 30%, passing the limit was not always enough; inconclusive = no clear call, values can overlap the other calls;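 note: 0% = vehicle neutral wells and 100% = reference inhibitor wells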
dFosB act = mouse delta FosB homodimer activation | P13346 | purified delta FosB, TAMRA-CDK5 oligo fluorescence polarization; percent of positive-control signal above neutral wells | hit rate 0.99% among 340,000 | AID 493131 | activation, % at 25 µM;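 active = mean activation above about 17%, with every replicate also reaching it, limit read from the data, passing the limit was not always enough; inconclusive = only one of the two conditions met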;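 note: fluorescence polarization rise as delta FosB binds a TAMRA Cdk5 AP-1 oligo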
Target sequence (P13346 whole entry, looked up): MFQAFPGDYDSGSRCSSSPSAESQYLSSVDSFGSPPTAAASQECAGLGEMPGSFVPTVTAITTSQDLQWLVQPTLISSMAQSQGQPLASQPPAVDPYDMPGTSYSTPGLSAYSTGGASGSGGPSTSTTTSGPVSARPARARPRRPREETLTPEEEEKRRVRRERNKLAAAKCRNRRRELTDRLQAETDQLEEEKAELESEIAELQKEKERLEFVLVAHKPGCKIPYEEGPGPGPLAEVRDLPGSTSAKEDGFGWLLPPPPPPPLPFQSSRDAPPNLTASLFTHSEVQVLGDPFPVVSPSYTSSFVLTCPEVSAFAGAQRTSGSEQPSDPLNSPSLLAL
Wnt act = activators of Wnt/beta-catenin signaling. hit rate 1.2% among 300,000. Wnt/beta-catenin reporter cell assay, activator, plate reader. activation, % at 9.35 µM; in the data active = activation above about 30%, passing the limit was not always enough; inconclusive = no clear call, values can overlap the other calls;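 note: 0% = neutral control wells and 100% = positive control wells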
Rtt109 HAT inh = inhibitors of Candida albicans Rtt109/Vps75 histone acetyltransferase; inhibition, % at 34.9 µM; Q5AAJ8; AID 540336; purified Rtt109/Vps75, ThioGlo CoA-SH fluorescence, 4 h; hit rate 0.16% among 330,000;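 active = inhibition of at least 50% in every replicate; inconclusive = best replicate reaches 50% inhibition but some replicates fall short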
Target sequence (Q5AAJ8 whole entry, looked up): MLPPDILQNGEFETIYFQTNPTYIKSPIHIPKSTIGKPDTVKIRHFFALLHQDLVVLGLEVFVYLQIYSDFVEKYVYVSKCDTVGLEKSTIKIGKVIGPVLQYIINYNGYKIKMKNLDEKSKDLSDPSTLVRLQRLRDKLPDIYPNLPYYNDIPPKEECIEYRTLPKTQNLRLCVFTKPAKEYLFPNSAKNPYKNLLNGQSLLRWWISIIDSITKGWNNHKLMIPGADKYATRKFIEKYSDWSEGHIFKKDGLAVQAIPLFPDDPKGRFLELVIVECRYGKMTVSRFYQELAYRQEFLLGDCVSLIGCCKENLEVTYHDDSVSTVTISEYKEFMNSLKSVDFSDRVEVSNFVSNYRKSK
SR-BI DiI inh = mouse SR-BI HDL lipid transfer inhibition | hit rate 0.96% among 320,000 | inhibition, % at 12.5 µM | ldlA[mSR-BI] CHO cells, DiI-HDL uptake fluorescence, 3 h | Q61009;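 active = mean replicate inhibition of at least 70% and a set share of replicates each scoring 70 or more; inconclusive = meets just one of the two criteria; inactive = fails both criteria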;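 note: 0% = median of neutral control wells and 100% = median of positive control wells; values of inactives mirror those of a sister screen read the other way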
HTR5A ag = counter-screen for OPRM1-OPRD1 agonists: human HTR5A agonism; P47898; HTR5A agonist assay, luminescence, cell-based; activation, % at 9.3 µM; hit rate 0.61% among 340,000; in the data active = activation mostly above about 9.5%, no sharp cut-off; inactive = mostly below about 7.6%;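 note: 0% = cells with vehicle only and 100% = reference agonist; strong numbers were not always called active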
Numbers without * were called inactive; ? = inconclusive; . = not tested or not shown. These rows are one share of the data; rates above refer to the full screens.

The opening three records (preview)
Order of results: RTF Ca sens act	SR-BI DiI-HDL act	MITF act	CDK5 inh	PvdQ inh	dFosB act	Wnt act	Rtt109 HAT inh	SR-BI DiI inh	HTR5A ag
> COC(=O)C1=C(c2ccc(S(C)(=O)=O)cc2)C[C@@H]2CC[C@H]1N2C(=O)NCc1ccccc1
→ -6	11	-5	0.8	3	0	-1	4	-11	3
> CC1([N+](=O)[O-])COP(=O)(Nc2cccc(Cl)c2)OC1 (stereo not drawn)
→ 1	12	-6	0.7	-10	-1	5	-5	-12	-2
> CCCN1CCCC(C(=O)c2cc(C)c(OC)c(C)c2)C1 (stereo not drawn)
→ -4	5	.	0.2	-7	-1	-1	2	-5	0

The listing, from the first entry:
Order of results: RTF Ca sens act	SR-BI DiI-HDL act	MITF act	CDK5 inh	PvdQ inh	dFosB act	Wnt act	Rtt109 HAT inh	SR-BI DiI inh	HTR5A ag
> COC(=O)C1=C(c2ccc(S(C)(=O)=O)cc2)C[C@@H]2CC[C@H]1N2C(=O)NCc1ccccc1
→ -6	11	-5	0.8	3	0	-1	4	-11	3
> CC1([N+](=O)[O-])COP(=O)(Nc2cccc(Cl)c2)OC1 (stereo not drawn)
→ 1	12	-6	0.7	-10	-1	5	-5	-12	-2
> CCCN1CCCC(C(=O)c2cc(C)c(OC)c(C)c2)C1 (stereo not drawn)
→ -4	5	.	0.2	-7	-1	-1	2	-5	0
> CN(C)c1ccc(/C=C2/C(=N\O)C3CCN2CC3)cc1
→ 6	-21	.	-6.1	1	-4	24	2	21	-1
> COCCN(C(=O)COC(=O)Cc1ccccc1)c1c(N)n(Cc2ccccc2)c(=O)[nH]c1=O
→ 0	6	0	3.6	-15	0	-3	-2	-6	3
> Cc1nn(Cc2ccccc2)c(C)c1C(=O)OCC(=O)Nc1ccccc1SCC#N
→ 4	-27	.	-0.3	-2	-3	-9	.	27	-3
> CCC(C)n1c(O)c(C=NCc2cccnc2)c(=O)[nH]c1=S (stereo not drawn)
→ -1	4	.	13	7	-3	-2	-6	-4	-6
> S=C1NC2(CCCCC2)NC12CCCCC2
→ -4	-4	0	0.2	-26	-4	1	3	4	-3
> O=P(O)(Oc1ccccc1)c1ccccc1
→ 2	3	3	-0.8	-15	-4	0	6	-3	1
> CCc1c(-c2ccccc2)nc2ccccc2c1C(=O)N1CCC2(CC1)OCCO2
→ -1	1	2	.	-9	-4	-2	-2	-1	1
> C=CCn1c(O)c(C(C)=NCCN2CCOCC2)c(=O)[nH]c1=O
→ -4	17	-6	-3.1	-11	-2	.	11	-17	0
> CC(C)(C)NC(=O)NC(=O)CN1CC=C(c2ccccc2)CC1
→ 3	9	14	0.3	-9	-6	0	-1	-9	4
> O=C(CCCOc1ccc(Cl)cc1Cl)N1CCC2(CC1)OCCO2
→ 0	-23	26	0.2	-12	-10	.	-2	23	0
> COc1cccc(OCc2cc(C(=O)N3C[C@H]4C[C@@H](C3)c3cccc(=O)n3C4)no2)c1
→ -2	4	101*	-1.0	7	-5	28	4	-4	9
> Cc1cc(NC(=O)CCC(=O)N2CCC3(CC2)OCCO3)no1
→ 0	-4	-6	1.8	-7	-3	-5	8	4	9
> [N-]=[N+]=NCc1cn2cccnc2n1
→ -1	8	0	0.1	2	2	-2	6	-8	4
> CCC(C)OC(=O)c1c(N)n(Cc2cccs2)c2nc3ccccc3nc12 (stereo not drawn)
→ 2	-25	.	0.6	-3	4	.	-102	25	-1
> CCOP(=O)(OCC)C(C)(C)NC(=O)C(Cl)(Cl)Cl
→ -3	.	.	-0.3	-3	3	.	11	.	2
> Cc1cc(OCC(=O)NCC(O)c2ccccc2)c2c3c(c(=O)oc2c1)CCCC3 (stereo not drawn)
→ 3	10	1	0.2	-6	-22	2	0	-10	1
> Cc1c2cnn(CC(=O)N3CCC4(CC3)OCCO4)c(=O)c2c(C)n1Cc1ccc(F)cc1
→ -5	.	-8	-0.2	2	1	.	25	-8	-4
> O=C(c1cccn2c(=O)c3cc(Br)ccc3nc12)N1CCC2(CC1)OCCO2
→ 1	3	6	-3.6	-17	-12	3	-134	-3	-2
> CC(=NCc1cccnc1)c1c(O)n(-c2ccccc2C)c(=O)[nH]c1=O
→ 7	20	4	-1.7	-16	0	-2	3	-20	0
> Cc1ccc(-n2c(O)c(C=Nc3ccc(S(=O)(=O)N(C)C)cc3)c(=O)[nH]c2=O)cc1
→ 3	36	3	0.2	1	-4	-8	6	-36	5
> Cc1cccc(-n2c(O)c(/C=C/C=Nc3ccccc3)c(=O)[nH]c2=O)c1
→ 77*	-16	4	-1.8	-3	9	.	-26	16	1
> CCc1ccc2c(CN3CC=C(c4ccccc4)CC3)cc(=O)oc2c1
→ 0	-1	3	-0.2	-10	-1	0	-6	1	-3
> O=c1[nH]c(=O)n(CCC2=CCCCC2)c(O)c1C=NC1CCN(Cc2ccccc2)CC1
→ 2	-6	-21	2.4	-8	-6	-3	-5	6	4
> Cc1ccccc1-n1c(O)c(/C=N/Nc2nc3c(c(=O)n(C)c(=O)n3C)n2C)c(=O)[nH]c1=S
→ 6	18	-2	1.9	-6	-7	-4	4	-18	4
> CC(=O)c1cccc(OCC(O)CN2CC=C(c3ccccc3)CC2)c1 (stereo not drawn)
→ 5	-18	-4	-0.8	-5	-3	-2	-13	18	3
> Cc1c(C=O)c2ccccc2n1Cc1ccc(F)cc1
→ 5	-5	1	1.1	2	-16	9	6	5	-4
> CCCCn1c(=O)c(C(=O)NC(C)c2ccccc2)c(O)c2ccccc21 (stereo not drawn)
→ 3	-43	.	0.8	0	-10	-1	-3	43	0
> Cc1ccc2c(c1)N(N=O)CCC2
→ 3	13	0	0.3	1	6	.	6	-13	1
> NC(N)=Nc1ccc2[nH]c3c(c2c1)C[C@@]1(O)[C@H]2Cc4ccc(O)c5c4[C@@]1(CCN2CC1CC1)[C@H]3O5
→ -4	-15	-2	-0.1	12	41*	.	18	15	0
> Cc1nc2ccccc2c(=O)n1-c1cccnc1
→ 0	9	2	1.1	-9	-1	-1	-10	-9	-5
> O=c1[nH]c(=S)n(-c2ccccc2Cl)c(O)c1C=NCCN1CCNCC1
→ 19	29	-14	0.9	-13	-12	1	11	-29	2
> COC(=O)C1=C(c2ccc3ccccc3c2)C[C@@H]2CC[C@H]1N2C(=O)N1CCCC1
→ -5	6	-16	-1.0	3	0	.	11	-6	4
> Cc1ccc2cc(CNCCc3ccccc3C)c(=O)[nH]c2c1
→ -4	-6	.	-1.5	-4	-3	0	-6	6	3
> CNCC1(c2ccccc2)CCCC1
→ -4	9	-9	1.9	-11	-8	-4	-7	-9	-1
> Cc1cc(Br)c(NC(=O)CN2CC=C(c3ccccc3)CC2)c(Br)c1
→ 1	26	13	-4.3	14	3	0	-4	-26	8
> O=C1NC(=O)N(c2ccc(F)cc2)C(=O)/C1=C/c1ccsc1
→ -1	15	9	-2.2	2	2	0	-5	-15	-4
> O=C(C1CC(c2ccc(Cl)c(Cl)c2)=NO1)N1CCC2(CC1)OCCO2 (stereo not drawn)
→ 0	8	117*	0.1	-5	0	.	0	-8	-7
> CC1C(=O)OC2CCN3CC=C(COC(=O)C(C)(O)C1(C)O)C23 (stereo not drawn)
→ 11	11	3	-0.8	-12	-10	3	5	-11	-1
> O=C1C2CCN(CC2)C12CC2c1ccc(C(F)(F)F)cc1 (stereo not drawn)
→ 5	21	5	-0.1	-6	-8	2	-10	-21	-1
> CC1C=CCCC12C(=O)NC(=O)NC2=O (stereo not drawn)
→ -1	23	5	-1.7	-4	3	-3	2	-23	-3
> COc1ccc2[nH]cc(CCN)c2c1
→ 1	6	-13	-0.6	-17	7	-1	-20	-6	60*
> O=C1NC(=S)N(c2ccccc2)C(=O)C1C(c1ccncc1)C1C(=O)NC(=S)N(c2ccccc2)C1=O (stereo not drawn)
→ 4	16	-2	0.4	5	4	0	4	-16	-1
> CN(C)c1nc(OCCNC(=O)COc2ccc(Cl)cc2Cl)nc(N2CCCCC2)n1
→ 0	-75	-10	0.0	-10	-9	-10	-4	?	0
> CCOc1ccccc1CN1CCCC(C(=O)c2cc(F)ccc2F)C1 (stereo not drawn)
→ -1	-23	-13	0.1	3	7	-2	0	23	-3
> CC12CN3CCN(CC(C3)C1O)C2 (stereo not drawn)
→ -2	3	-3	-2.5	-3	3	.	-4	-3	7
> CN1/C(=C\C=Nc2ccccc2)C(C)(C)c2ccccc21
→ 9	2	-6	1.2	-6	26*	-2	20	-2	7
> O=C(/C=C/c1ccc(F)cc1)NC(=S)N1C[C@H]2C[C@H](C1)c1cccc(=O)n1C2
→ 3	-6	.	4.1	17	-2	-1	0	6	-2
> C=CCOC(=O)c1ccccc1N
→ -5	6	2	-1.3	-7	1	0	0	-6	-2
> CCC(=Nc1ccc2c(c1)CCC2)c1c(O)n(C)c(=O)n(C)c1=O
→ 3	-26	-13	0.8	-15	-6	.	1	26	1
> CC12CCC3C(CCC4CC(=O)C(C(O)C(F)(F)F)CC43C)C1CCC2O (stereo not drawn)
→ -1	-7	5	-1.3	2	-13	-3	13	7	5
> C[N+]1(C)C2CCC1CC(OC(=O)C(CO)c1ccccc1)C2 (stereo not drawn)
→ 6	2	-15	0.9	-13	3	1	-2	25	6
> COC1CCCCC1NCCc1ccccc1 (stereo not drawn)
→ 4	28	5	-2.2	-7	-7	-3	-1	-28	-2
